eLon inh: inhibitors of E. coli Lon protease, primary screen, biochemical, fluorescence polarization | P0A9M0 | purified E. coli Lon protease | inhibition, % at 7.94 µM | 360,000 tested, 0.42% active | AID 602123, 2011; in the data active = inhibition above about 13%, passing the limit was not always enough;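 note: 0% = enzyme with probe and DMSO and 100% = no enzyme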
Target sequence (P0A9M0 whole entry, looked up): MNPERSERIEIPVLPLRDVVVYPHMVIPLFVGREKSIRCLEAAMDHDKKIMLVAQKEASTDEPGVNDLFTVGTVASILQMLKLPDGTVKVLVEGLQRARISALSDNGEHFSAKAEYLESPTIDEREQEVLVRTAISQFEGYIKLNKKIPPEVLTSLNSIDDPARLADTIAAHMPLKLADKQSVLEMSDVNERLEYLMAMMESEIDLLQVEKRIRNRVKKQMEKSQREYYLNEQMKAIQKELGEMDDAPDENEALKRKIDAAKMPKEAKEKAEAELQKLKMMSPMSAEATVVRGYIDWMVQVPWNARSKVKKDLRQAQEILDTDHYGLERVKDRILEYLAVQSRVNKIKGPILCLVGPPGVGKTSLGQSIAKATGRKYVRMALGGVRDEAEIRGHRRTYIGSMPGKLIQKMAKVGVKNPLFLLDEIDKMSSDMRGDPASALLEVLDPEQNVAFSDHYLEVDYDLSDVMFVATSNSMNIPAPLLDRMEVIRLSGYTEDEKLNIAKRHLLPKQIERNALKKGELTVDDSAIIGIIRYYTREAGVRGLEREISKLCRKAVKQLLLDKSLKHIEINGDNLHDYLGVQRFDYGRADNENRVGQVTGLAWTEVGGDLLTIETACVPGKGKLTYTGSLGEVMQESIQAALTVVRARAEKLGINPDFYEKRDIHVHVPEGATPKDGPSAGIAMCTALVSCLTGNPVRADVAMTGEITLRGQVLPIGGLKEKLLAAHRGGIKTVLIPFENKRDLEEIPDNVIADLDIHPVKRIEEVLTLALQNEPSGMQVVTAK
Neddyl block: inhibitors of cullin neddylation, primary screen, biochemical, TR-FRET, uHTS, NAE and Ubc12. NEDD8-conjugating enzyme Ubc12 (Homo sapiens) + NEDD8-activating enzyme E1 regulatory …. calls only at 25 µM. 360,000 tested, 0.58% active; in the data active = inhibition above about 36%
NRP1-CendR mod: modulators of CendR peptide binding to NRP-1, primary screen, biochemical, fluorescence polarization, uHTS. inhibition, % at 25 µM. FAM-RPARPAR peptide binding to NRP-1. 360,000 tested, 0.85% active. AID 602438, 2012;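 active = inhibition or corrected inhibition above about 18%, plus a signal ratio from 0.5 to 1.5, limit read from the data, passing the limit was not always enough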; note: strong numbers were not always called active
MsrA inh: bovine MsrA enzyme inhibitors, primary screen, biochemical, absorbance, HTS. Methionine sulfoxide reductase A (Bos taurus). purified bovine MsrA, absorbance read-out. inhibition, % at 15.5 µM. 360,000 tested, 0.75% active; in the data active = inhibition above about 4.5%;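 note: 0% = vehicle wells with enzyme and 100% = reference inhibitor wells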
FAS-TE inh: FAS thioesterase domain inhibitors, primary screen, biochemical, fluorescence intensity, uHTS | Fatty acid synthase (Homo sapiens), P49327 | recombinant FAS-TE, OMFH fluorogenic substrate, fluorescence endpoint | inhibition, % at 15 µM | 360,000 tested, 0.67% active | AID 602261, 2012;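 active = compounds whose normalised, plate-corrected inhibition of enzyme fluorescence in the single-dose primary screen is 50% or more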;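 note: 0% = DMSO with enzyme and 100% = substrate without enzyme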
MT1-MMP act inh: blockers of MT1-MMP proenzyme processing, primary screen, HT1080 RFP-PRO-GFP cells, GFP/RFP fluorescence | 360,000 tested, 0.061% active | GFP/RFP ratio change, % at 20 µM | AID 651647, 2012 | GFP/RFP ratio fluorescence, overnight; percent of plate control window, DMSO zero | Matrix metalloproteinase-14 (Homo sapiens), P50281;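 active = GFP/RFP ratio change of at least 30% with cell ATP level not reduced by more than half and red fluorescence within 50% of control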; note: strong numbers were not always called active
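Assay system: HT1080 cells carrying an RFP-PRO-GFP reporter | Dosing: Single dose of 20 µM compound, 1% DMSO final | Incubation: Cells overnight before dosing, compound overnight, 37 °C, 5% CO2 | Evaluation: GFP/RFP fluorescence ratio | Control set: DMSO and RFP-L50D-GFP cell wells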
SKN-1 inh: suppressors of acrylamide-induced Pgst-4::GFP reporter in worms, primary screen, SKN-1 inhibitor project, whole organism, uHTS, GFP/RFP fluorescence ratio, strain VP596. C. elegans VP596 Pgst-4::GFP/RFP ratio, 24 h. inhibition, % at 21.8 µM. 360,000 tested, 0.49% active;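 active = interference check ratio from 0.5 to 1.5 plus GFP to RFP signal ratio inhibition reaching or exceeding a fixed threshold, cut at about 30% in these data, passing the limit was not always enough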; note: some compounds called inactive have numbers as strong as hits
bovine MsrA act: bovine MsrA enzyme activators, primary screen, biochemical, absorbance, HTS. Methionine sulfoxide reductase A (Bos taurus). activation, % at 10.6 µM. purified bovine MsrA, absorbance read-out. AID 602163, 2012. 360,000 tested, 0.3% active; in the data active = activation above about 7.5%;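 note: 0% = vehicle and 100% = reference activator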
Rin1 Abl inh: inhibitors of Rin1-Abl protein binding, primary screen, biochemical, TR-FRET | 360,000 tested, 0.4% active | inhibition, % at 7.35 µM | Tyrosine-protein kinase ABL1 (Homo sapiens) + Ras and Rab interactor 1 (Homo sapiens), … | AID 588664, 2011; in the data active = inhibition above about 5%, passing the limit was not always enough
* hit, by the source's call; i = inactive; . = no result given; + = active, no number.

canonical_smiles	eLon inh	Neddyl block	NRP1-CendR mod	MsrA inh	FAS-TE inh	MT1-MMP act inh	SKN-1 inh	bovine MsrA act	Rin1 Abl inh
CCOC(=O)N1CCC(N2Cc3cccc(C(=O)NCC4CCN(CC(C)C)C4)c3C2=O)CC1 (centres undefined)	-4	i	-16	-0.3	-6	3	1	0	1
COc1cc(NC(=O)c2cc3c(Cl)nc4ccccc4c3s2)cc(OC)c1OC	4	i	0	0.3	0	8	17	1	1
COc1ccccc1COc1ccc2c(C)c(CCC(=O)O)c(=O)oc2c1C	-1	.	-1	0.0	-5	4	-1	0	4
CC1(C)Cc2c(C#N)c(SCCC#N)nc(N3CCOCC3)c2CS1	-10	i	-3	-0.7	38	4	14	-2	-3
COc1ccc(C2(CNC(=O)C(c3ccccc3)c3ccccc3)CCOCC2)cc1OC	-2	i	-1	-0.1	-1	-1	7	0	3
COc1ccc(CS(=O)(=O)CC(C)(O)c2ccc(Cl)cc2)cc1 (centres undefined)	4	i	5	-1.1	-1	-4	-8	-13	0
COc1ccc(C(=O)NCCC2=CCCCC2)cc1	5	i	12	0.6	-6	5	6	-3	1
Cc1nn(-c2ccc(Cl)c(Cl)c2Cl)c(=O)c2ccccc12	4	i	1	1.4	10	5	-6	-14	-1
CCOc1cc(C2C(C(=O)OC)=CN(Cc3ccc(Cl)cc3)C=C2C(=O)OC)ccc1O	1	.	8	-0.1	10	-6	10	-1	1
CCCC(=O)C1=C(O)C(C(=O)OC)C(C)(C)CC1=NCCCCCC(=O)O (centres undefined)	6	i	2	1.2	-4	2	-9	-7	-2
O=C1OC(OC(=O)c2ccccc2Br)C(N2CCOCC2)=C1Cl (centres undefined)	-1	i	3	0.6	16	7	3	-7	-3
O=[N+]([O-])c1ccc(COc2ccc(-c3[nH]ncc3-c3ccccc3)c(O)c2)cc1	-2	i	3	0.4	-14	9	2	-5	2
CCn1c(C)c(C(C)=O)c(N2CCN(c3ccc(OC)cc3)CC2)nc1=S	-15	i	-30	-0.5	-6	-17	11	-9	-4
Nc1nc(-c2ccco2)nn1C(=O)c1ccc([N+](=O)[O-])cc1	-3	i	-3	-1.2	14	-2	13	-1	0
CSc1nc(-c2ccccc2)nn1C(=O)c1ccccc1	-2	i	-19	-1.2	30	-2	-16	-3	-1
COCCOc1nc2c(c(=O)n(C)c(=O)n2C)n1Cc1cccc(OC)c1	-5	i	-1	-1.3	-5	-6	-14	-3	-1
COc1ccc(N(CC(=O)NCCSc2ccc(C)cc2)S(=O)(=O)c2ccccc2)c(OC)c1	5	i	12	-0.2	19	-4	10	-2	1
Cc1cnc(NC(=O)CSc2nnc(-c3ccccc3)o2)s1	-6	i	-8	-0.4	-3	5	0	-1	1
O=C(CCc1c[nH]c2ccccc12)NCCc1ccccc1	-2	i	4	0.0	2	-3	-1	-3	-1
CC(C(=O)NC1CC(C)(C)NC(C)(C)C1)c1ccc([N+](=O)[O-])cc1 (centres undefined)	-6	i	1	0.1	-12	-1	6	-8	4
O=C(CS(=O)(=O)Cc1ccccc1)N1CCN(Cc2ccc3c(c2)OCO3)CC1	-1	i	9	1.1	0	1	-14	-3	2
CCOC(=O)C1(Cc2ccccc2C)CCCN(S(C)(=O)=O)C1 (centres undefined)	-1	i	17	0.5	-3	-3	-7	-3	-1
O=C(Nc1nccs1)c1cc([N+](=O)[O-])ccc1Cl	-3	i	-8	-0.6	7	0	5	0	0
CCOc1ccc(C(=O)NCC(=O)OC(C)C(=O)NCc2ccco2)cc1OCC (centres undefined)	-2	i	1	0.4	-10	-4	8	-6	-2
COc1ccccc1OCCNC(=O)CN(c1cccc(C)c1)S(=O)(=O)c1ccccc1	-18	i	4	-1.9	6	-4	-19	0	3
CC(/C=N/NC(=O)c1cc(-c2ccc(C)s2)[nH]n1)=C\c1ccccc1	-2	i	3	1.5	4	-6	4	-4	0
Cc1cc(Cl)cc(C)c1OCC(=O)NC1CCCCCC1	-2	i	1	-0.9	23	-2	-3	-2	3
CCOc1ccc(C(=O)NCC(=O)Nc2ccc3c(c2)OCO3)cc1OCC	-3	i	-4	-1.0	-6	0	22	-2	3
O=C(Cn1cc2c(n1)CCCC2)N1CCCC1	-5	i	2	-0.3	-7	3	-5	-2	-4
O=C(COc1ccccc1)NCC(=O)N/N=C/c1ccco1	1	i	-3	-0.8	-8	2	1	-9	0
CC(=O)c1ccc(NC(=O)c2c(C)nn(-c3ccccc3)c2Cl)cc1	-1	i	1	0.4	5	-1	5	-2	-3
COc1ccccc1NC(=O)CC1CCCC1	2	i	13	0.8	-3	0	-6	-2	0
CCC(C)n1c(SCc2ccccc2)nc2ccsc2c1=O (centres undefined)	4	i	3	-0.8	20	-3	10	-4	-3
CCN(CC)c1ccc(NC(=O)c2ccccn2)cc1S(=O)(=O)Nc1ccccc1OC	-2	i	-3	0.5	23	-2	11	0	-1
O=C(/C=C/[C@H]1O[C@@H](n2ccc(=O)[nH]c2=O)[C@H](O)[C@@H]1O)NCc1cccs1	-19	i	0	-0.4	-7	0	9	-1	0
CCOc1cccc2sc(N3CCN(C(=O)c4ccc5ncsc5c4)CC3)nc12	-3	i	-2	-0.6	-4	6	21	-9	1
COc1ccc(-c2oc3c(c2-c2cnc(OC)nc2)C(O)CC3)cc1 (centres undefined)	2	.	-3	2.0	-5	3	-16	-12	.
CC1(C)CC(=O)C2=C(C1)NC(SCC(=O)Nc1ccccc1)=C(C#N)C21CCCCC1	-4	i	6	2.1	29	0	6	-4	0
CC(=O)c1ccc(C(=O)Nc2ccc3c(c2)C(=O)NC3=O)cc1	-2	+	-11	0.8	-12	-5	1	0	-4
O=C(c1ccccc1NS(=O)(=O)c1ccc([N+](=O)[O-])cc1[N+](=O)[O-])N1O[C@@H]2C=C[C@H]1C2	-6	i	10	7.2*	11	2	11	-4	2
CC(=O)c1sc(C(C)(C)C)cc1NC(=O)/C=C/C(=O)O	9	i	-13	3.1	-1	-3	5	-4	0
O=[N+]([O-])c1ccccc1Nc1ccc(O)cc1	5	i	19	2.4	2	4	7	-2	-3
CCOC(=O)C1=C(COC(=O)c2ccc(Br)c(S(=O)(=O)N3CCOCC3)c2)NC(=O)NC1C (centres undefined)	3	i	2	-0.2	2	3	5	-9	1
COCCN1C(=O)C(=O)/C(=C(/O)c2ccc3c(c2)OCCO3)C1c1ccc(C(=O)OC)cc1 (centres undefined)	-4	i	-8	3.1	-3	2	0	-5	2
CC(C)CC1Nc2ccc(C(=O)NCc3ccc4c(c3)OCO4)cc2NC1=O (centres undefined)	-3	i	-4	.	2	3	-9	-1	0
OCC1OC(O)CC(O)C1O (centres undefined)	-7	i	7	-1.4	-3	0	5	-1	-2
Nc1ccccc1C(=O)NCc1ccc(F)cc1	0	.	-2	1.3	-6	2	-9	-2	-1
CSCCC(NC(=O)c1ccccc1Br)C(=O)NCC1CCCCC1 (centres undefined)	-2	i	4	0.9	2	-5	-4	-1	2
Cc1ccc2nc(-c3cccs3)oc(=O)c2c1	2	i	-1	0.3	43	2	-12	-12	1
COc1ccc(CCNC(=O)COC(=O)C2=NNC(=O)CC2)cc1	2	i	-7	-1.3	-6	-1	10	-7	-3

Part of the list above in order of molecular weight, low to high:
canonical_smiles	eLon inh	Neddyl block	NRP1-CendR mod	MsrA inh	FAS-TE inh	MT1-MMP act inh	SKN-1 inh	bovine MsrA act	Rin1 Abl inh
O=C(Cn1cc2c(n1)CCCC2)N1CCCC1	-5	i	2	-0.3	-7	3	-5	-2	-4
Cc1ccc2nc(-c3cccs3)oc(=O)c2c1	2	i	-1	0.3	43	2	-12	-12	1
COCCN1C(=O)C(=O)/C(=C(/O)c2ccc3c(c2)OCCO3)C1c1ccc(C(=O)OC)cc1 (centres undefined)	-4	i	-8	3.1	-3	2	0	-5	2

(list continues)
canonical_smiles	eLon inh	Neddyl block	NRP1-CendR mod	MsrA inh	FAS-TE inh	MT1-MMP act inh	SKN-1 inh	bovine MsrA act	Rin1 Abl inh
COc1ccc(NC(=O)c2cc3ccccc3o2)cn1	-1	i	-4	0.5	0	-4	-5	-4	3
Cc1cc(C(=O)NC(C)c2ccc3c(c2)OCO3)cs1 (centres undefined)	1	i	-3	-0.5	-4	-6	3	1	-1
COc1cccc(CN2CCNC(=O)C2CC(=O)N(C)CCC2CCOCC2)c1 (centres undefined)	-10	i	2	-0.6	-6	0	21	-2	1
O=C(Nc1cccc([N+](=O)[O-])c1)c1ccc2nsnc2c1	6	i	9	-0.8	16	5	-19	-7	-1
CCOc1ccc(/C=N/NC(=O)CN2CCCCCCC2)cc1	0	i	12	0.1	-3	2	-10	0	-1
O=C1NN=C(c2ccccc2)C1Cc1ccccc1 (centres undefined)	-6	i	8	-0.7	-2	11	-10	-1	-2
CCCCCCc1cc2cc(C(=O)Nc3ccccc3OC)c(=O)oc2cc1O	-5	.	-8	-1.2	-10	-16	2	0	-2
CCN(CC)S(=O)(=O)c1cc([N+](=O)[O-])ccc1NNC(=O)Nc1ccc(F)cc1	-5	i	-4	0.1	5	6	1	-11	-2
O=C(NC(=S)Nc1ccccc1O)c1ccc(Cl)cc1Cl	7	i	-19	-0.2	5	-2	7	-1	-3
Cc1cc(Cl)ccc1OCC(=O)OCC(=O)N(CC(C)C)c1c(N)n(Cc2ccccc2)c(=O)[nH]c1=O	-13	i	-18	1.4	15	-1	-4	-5	6
C=CC[C@H](CC(=O)N(CCO)Cc1ccccc1)C(=O)N[C@H](C)COC(=O)[C@@H](CC=C)CC(=O)OC(C)(C)C	-1	i	0	-0.5	1	2	-4	0	2
COc1ccc(C(=O)NCc2nnc(SCC(=O)NO)n2Cc2ccccc2)cc1	3	i	-9	-0.5	-7	5	9	2	0
O=C(CS(=O)(=O)c1ccccc1)Nc1ccc(Br)cn1	-3	i	-6	0.0	-8	2	-7	-12	1
Cc1ccc(C2=NN(CC(=O)NCCN(CC(C)C)CC(C)C)C(=O)CC2)cc1	0	i	0	-1.0	-8	-1	5	1	1
CC(=O)Nc1ccc(-c2cc(N)n(-c3ccccc3)n2)cc1	-5	i	-15	1.8	-6	0	-7	-6	0
COc1ccc(N2CCN(CCCNC(=O)c3cc4sccc4n3C)CC2)cc1	2	i	-2	-0.1	-4	5	99	-11	-3
O=C(Nc1ccc(NC(=O)c2ccco2)nc1)c1cccnc1	1	i	4	0.2	-2	4	-5	-5	-2
C/C(=N/NC(=O)c1ccco1)c1cccnc1	-7	i	4	-1.0	-5	-1	6	-10	0
CCOC(=O)N1CCN(C(=O)c2cc3c(-c4ccc(Cl)cc4)nn(C)c3s2)CC1	5	i	3	2.0	20	-4	-7	-4	-1
COc1oc(C(=O)NC2CCCCC2)c(-c2ccc(Cl)cc2)c1S(=O)(=O)c1ccccc1	4	i	2	-1.6	22	2	-7	3	2
COc1ccc([C@@H]2CC=C(C(=O)O)[C@H](c3ccc(Cl)cc3)N2S(=O)(=O)c2ccccc2C)cc1	-3	i	-6	-0.1	-2	1	-5	-2	3
CCc1nc2ccc(C(=O)Nc3ccc(C(N)=O)cc3)cn2c1N(C)CCC(C)C	2	i	-1	-0.3	17	0	16	-5	-1

Source: PubChem BioAssay (several laboratories)
